Compound activity: PubChem BioAssay, Broad Institute
EWS-Fli block: EWS/Fli-driven NR0B1 reporter inhibitors, primary screen, A673 cells, NR0B1 luciferase, luminescence, MLPCN library; viability-normalised; inhibition, % at 12.6 µM; hit rate 0.67% among 350,000; AID 651661, 2012;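 active = mean inhibition of at least 50% after viability correction, with every replicate also passing that limit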;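 also: firefly luciferase signal divided by Alamar Blue viability fluorescence both relative to DMSO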
Xi reactivation: activators of inactive X chromosome reactivation, primary screen, imaging, XiGFP fibroblasts, GFP high-content imaging, set 2; hit rate 0.055% among 360,000; XiGFP mouse fibroblasts, % GFP-positive cells imaging, 3 d; cells co-treated with 5-aza-dC sensitizer; scaled so ellipticine positive control = 100%; activation, % at 7.58 µM;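 active = mean normalized replicate activation at least 10% and every replicate at or above 10%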;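 also: 0% = median of on-plate neutral control wells and 100% = ellipticine 6 µM median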
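Assay system: SV40-immortalized XiGFP fibroblast cells, line 68-5-11; buffer or medium: DMEM plus 5-aza-dC sensitizer; compound: one concentration, pinned; timing: compounds 3 days, fix/stain 15 min at room temperature; benchmarks: positive control ellipticine, 6 µM final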
RAD54 branch: inhibitors of human RAD54 branch migration, primary screen, biochemical, fluorescence, single point; RAD54 Holliday junction branch migration, FAM/BHQ fluorescence; inhibition, % at 10.4 µM; hit rate 0.14% among 360,000; AID 602329, 2012;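 active = mean normalized replicate activity at least 40 and at least half of replicates scoring 40 or more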;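 also: 0% = median of neutral control wells and 100% = median of positive control wells; inhibitors cause a drop in the FAM fluorescence signal; in these data hits start at about 50%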
RAD52 anneal inh: RAD52 DNA annealing inhibitors, primary screen, biochemical, FRET, single point, set 2. hit rate 0.46% among 360,000. recombinant RAD52 DNA annealing, FRET fluorescence. DNA repair protein RAD52 homolog (Homo sapiens), P43351. inhibition, % at 18.7 µM;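 active = every replicate showing at least 50% inhibition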
Target sequence (P43351 whole entry, looked up): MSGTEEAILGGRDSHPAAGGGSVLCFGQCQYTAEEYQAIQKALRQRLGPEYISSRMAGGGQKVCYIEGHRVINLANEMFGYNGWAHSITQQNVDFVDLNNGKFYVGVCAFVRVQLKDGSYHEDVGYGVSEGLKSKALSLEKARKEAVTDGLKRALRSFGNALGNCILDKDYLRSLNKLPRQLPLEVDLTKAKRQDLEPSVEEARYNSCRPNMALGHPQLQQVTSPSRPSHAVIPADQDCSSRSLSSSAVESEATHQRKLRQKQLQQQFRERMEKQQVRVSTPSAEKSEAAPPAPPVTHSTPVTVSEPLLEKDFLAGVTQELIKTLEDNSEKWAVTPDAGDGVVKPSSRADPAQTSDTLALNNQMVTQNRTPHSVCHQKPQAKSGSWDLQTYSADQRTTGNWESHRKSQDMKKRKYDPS
esBAF inh: Bmi1 luciferase reporter increase in mESCs, primary screen, esBAF inhibitor project, mouse ES cells, Bmi1 luciferase knock-in, single point. 24 h; 100% = twice the neutral-well signal. reporter increase, % at 12.5 µM. hit rate 2% among 350,000. AID 602393, 2012; in the data active = activation above about 40%;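 also: 0% = median of the plate's neutral control wells and 100% = double that signal; a rise in the Bmi1 reporter signal indicates esBAF inhibition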
S100A4 MyoIIA: inhibitors of S100A4-myosin IIA peptide binding, primary screen, biochemical, fluorescence polarization, TAMRA-MyoIIA peptide; AID 652163, 2013; hit rate 0.14% among 360,000; inhibition, % at 10.7 µM;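 active = mean inhibition of at least 70% across replicates, with every replicate also reaching that level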
Target sequence (P26447 whole entry, looked up): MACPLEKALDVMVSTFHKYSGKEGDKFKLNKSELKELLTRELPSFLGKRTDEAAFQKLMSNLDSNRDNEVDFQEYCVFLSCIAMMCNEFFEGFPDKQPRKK
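Material: S100A4 monomer protein / Buffer or medium: 50 mM HEPES pH 7.2, 10 mM CaCl2, 100 mM KCl / Times: 5 min incubation before reading / Benchmarks: neutral control DMSO, positive control TFP / Reagent: labelled myosin peptide probe, 5 nM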
FN deposition inh: inhibitors of fibronectin matrix deposition, primary screen, AH1F cells, Alexa488-fibronectin fluorescence, plate reader; AH1F fibroblasts, overnight; inhibition, % at 12.6 µM; hit rate 0.086% among 350,000; AID 743247, 2014;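 active = mean inhibition across replicates of 30% or more, regardless of how many single replicates reach that level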;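 also: positive control wells lacked labelled fibronectin entirely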
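Assay system: AH1F fibroblasts / Quantity: 10000 cells per well / Medium: DMEM plus 2% serum, read in PBS / Reagent: labelled fibronectin 24 nM / Dosing: single dose, pinned / Times: 1 h cell attachment, overnight exposure to compound and label / Signal: fluorescence, ex 485 nm, em 525 nm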
E-selectin induc: E-selectin induction in HUVECs, primary screen, imaging, HUVEC, immunofluorescence imaging, single point | AID 686992, 2013 | normalized: neutral wells 0, TNF-alpha wells 100 | hit rate 0.37% among 260,000 | activation, % at 7.58 µM | P16581;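 active = mean E-selectin-positive cell signal at least 10% of the positive control, reached in at least 60% of replicates, without over 20% cell loss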;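 also: in these data hits start at about 27%; measured in HUVEC primary endothelial cells; signal is the percent of cells scored E-selectin positive by PE staining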
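Test system – human umbilical vein endothelial cells (HUVEC), E-selectin induction · Input – 3,000 HUVEC seeded per well · Buffer or medium – EGM-2, gelatin · Compound dosing – single-point compound dose · Detection – immunofluorescence imaging · Measure – percent E-selectin-positive cells · Controls – TNF-alpha high, DMSO low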
* marks the source's active call; other numbers are inactive results; nt = no result given; & = joins results of further samples.

SMILES	EWS-Fli block	Xi reactivation	RAD54 branch	RAD52 anneal inh	esBAF inh	S100A4 MyoIIA	FN deposition inh	E-selectin induc
O=C(CSC1=Nc2ccccc2C2CC=NN12)NCc1ccco1 (stereo not given)	41.2	0.3	-1.3	-46.3	nt	-4.0	nt	-0.4
O=C(COC(=O)Cc1c(F)cccc1Cl)NNC(=O)c1ccccc1	-1.2	0.0	-15.2	-69.4	-1.2	8.1	-8.4	0.3
O=C(NCCc1cccnc1)C1CCC(=O)N(Cc2ccc(Cl)cc2)C1 (stereo not given)	-8.4	0.0	0.0	7.7	-7.2	-2.5	-3.0	nt
COc1ccc(/C=C(\CC(=O)O)c2nc3ccccc3o2)cc1	-58.0	0.0	-14.0	-15.1	69.4*	0.8	nt	nt
COCCCNC(=O)C(C)N1c2cccc3cccc(c23)S1(=O)=O (stereo not given)	2.8	0.7	-11.9	-10.3	-2.5	-9.1	-7.8	nt
CCCCNC(=O)CCn1c(=O)c2ccccc2n(Cc2ccccc2C)c1=O	-4.6	0.0	0.7	-6.0	nt	0.6	3.0	nt
COc1cccc(-c2ccc3c(c2)[C@H]2[C@H](CCN2C(=O)C2CCCCC2)[C@@H](CO)N3)c1	-2.3	0.2	nt	-1.0	nt	-7.0	9.7	0.1
Cc1ccc(NC(=O)c2cc(CC(C)C)nc3ccccc23)cc1	21.2	0.0	-11.6	-7.5	-5.3	-0.1	4.3	nt
C[C@@H](NC(=O)C[C@H]1C=C[C@H](NS(=O)(=O)c2cccc(F)c2)[C@H](CO)O1)c1ccccc1	-1.3	0.3	-3.2	15.6	-1.1	-6.4	-0.2	-0.4
COC(=O)CNC(=O)COC(=O)/C=C/c1ccc(F)cc1	-3.0	0.4	nt	-10.1	nt	-4.5	-6.5	3.1
COc1ccc(S(=O)(=O)Nc2ccc3c(c2)C(=O)N([C@@H](C)CO)C[C@@H](C)[C@@H](CN(C)C(=O)Nc2ccc(F)cc2)OCCCC[C@@H](C)O3)cc1	-1.2	0.0	-2.2	-12.8	12.0	-5.7	nt	-0.2
Cc1cccc(N2CCN(C(=O)COc3ccc4c(C)cc(=O)oc4c3C)CC2)c1C	nt	0.0	-7.8	1.2	4.4	-2.2	-1.4	0.5
CC1(C)CC2CC(C)(CN2C(=O)c2cc(-c3ccc(F)cc3)on2)C1 (stereo not given)	7.1	0.0	-2.5	-6.9	4.6	0.9	2.5	0.1
Cc1ccc(C(=O)COC(=O)C(C)N2C(=O)C3C4C=CC(C4)C3C2=O)cc1C (stereo not given)	-2.0	0.4	-6.0	-5.2	-2.2	-0.5	2.9	nt
C[C@@H]1CN([C@H](C)CO)C(=O)c2cc(NC(=O)CCCN(C)C)ccc2O[C@H]1CN(C)C(=O)Nc1ccccc1	-8.4	-0.4	-11.1	-20.2	1.5	13.8	nt	-0.2
C[C@@H]1CCCCO[C@@H](CN(C)C(=O)CCCN(C)C)[C@H](C)CN([C@H](C)CO)C(=O)c2cc(NC(=O)Nc3ccc(F)cc3)ccc2O1	3.4	-0.2	12.7	34.7	-3.4	-0.9	nt	0.0
Cc1ccc2nc(Cl)c(CN(C(=O)c3cnccn3)C3CCCCC3)cc2c1	nt	nt	4.3	-13.4	2.0	-4.3	nt	nt
CCOc1ccc(C(C(=O)NC(C)(C)C)N(CCOC)C(=O)CCC(=O)Nc2nccs2)cc1 (stereo not given)	-4.2	0.4	-27.3	-13.7	3.7	0.4	-1.6	0.4
COc1ccc(/C=C2\SC(=O)N(CC(=O)NC3CCS(=O)(=O)C3)C2=O)cc1 (stereo not given)	nt	-0.1	-15.4	-2.4	10.5	-1.2	-11.0	nt
COc1ccc(NC(=O)N(C)C[C@@H]2Oc3ncc(C#C[C@@H](C)O)cc3C(=O)N([C@@H](C)CO)C[C@@H]2C)cc1	-17.0	-0.9	3.0	-3.5	-0.2	0.6	nt	-0.1
Cc1cc(N2CCCC2)n2nc(C)nc2n1	14.2	-0.1	1.2	2.6	-5.2	-1.2	-2.5	-0.2
CC(C)NC(=O)N(C)C[C@@H]1Oc2ncc(C#CCC3CCCC3)cc2C(=O)N([C@H](C)CO)C[C@H]1C	5.3	-0.9	-6.8	14.9	0.0	-0.8	-16.7	1.0
CCOc1cccc(C(=O)Nc2ccc(NC(=O)c3ccccc3)c(C)c2)c1	-19.6	0.2	0.8	11.4	6.1	-0.7	2.2	0.0
O=C(C[C@H]1C=C[C@H](NC(=O)c2ccc3c(c2)OCO3)[C@H](CO)O1)NCc1ccc(Oc2ccccc2)cc1	-4.0	-0.2	nt	7.6	nt	3.9	nt	0.2
Cc1noc(C)c1CSc1ncnc2ccccc12	nt	nt	-2.4	6.6	-30.0	-3.8	0.7	nt
Cc1cc(C)n2c(Br)c(CN3CCCC(C)C3)nc2n1 (stereo not given)	-11.4	0.1	-9.8	-12.3	-0.4	-4.9	22.2	1.5
CC(C)Oc1ccc(S(=O)(=O)N2CCCCC2)cc1NC(=O)CN1C(=O)NC(C)(c2ccccc2)C1=O (stereo not given)	nt	1.1	5.8	-4.3	7.0	-0.2	nt	-0.9
CO[C@@H]1CN(C)C(=O)c2cc(NC(=O)c3cccc(F)c3)ccc2OC[C@@H](C)N(C(C)=O)C[C@H]1C	0.6	0.0	nt	nt	0.9	nt	13.1	-0.1
COc1ccc2c(c1)OC13CCN(C)CC1C2C(C(=O)c1ccc(F)cc1)C(=O)N3 (stereo not given)	4.8	0.0	8.7	4.8	2.1	-7.2	1.2	0.1
CCCC(C)C(=O)NC1CCCCN(C)C1=O (stereo not given)	-6.4	0.3	nt	-42.8	nt	0.2	1.3	-0.3
CN(C)C(=O)[C@H]1C[C@H]1[C@@H](O)[C@H](CO)NC(=O)[C@H](Cc1ccccc1)NC(=O)OC(C)(C)C	0.3	0.0	-5.6	-11.2	-5.0	3.6	-1.6	0.1
COCCNC(=O)CN(C(=O)Cn1nnc2ccccc21)c1ccccc1C	-4.7	0.0	nt	-10.5	nt	-1.0	10.3	nt
CC1NC(C)c2c(ccc3ccccc23)O1 (stereo not given)	1.1	0.0	0.2	-76.1	-0.6	-2.6	nt	1.6
COCCn1c(SCC(=O)N(C)C2CCS(=O)(=O)C2)nc2ccccc2c1=O (stereo not given)	4.2	0.1	10.5	12.1	nt	23.6	23.6	1.1
Cc1ccccc1-c1cccc([C@@H]2C[C@H]3[C@H](CON3C)CN2C)c1	-7.3	0.1	-10.5	-12.5	0.8	-2.3	nt	-0.6
CCCC(O)C#Cc1cnc2c(c1)C(=O)N([C@H](C)CO)C[C@H](C)[C@H](CN(C)C(=O)Nc1ccc(OC)cc1)O2 (stereo not given in full)	-3.3	-1.3	1.0	1.6	0.5	nt	-2.4	0.5
COc1ccc(-c2nn(-c3ccccc3)cc2/C=C(\C#N)C(N)=O)cc1[N+](=O)[O-]	-9.3	0.1	0.1	-18.1	8.4	6.1	-4.0	nt
Nc1[nH]c(C(=O)c2ccc(Br)cc2)c(-c2ccc3ccccc3c2)c1C(=O)NCCc1c[nH]c2ccccc12	5.6	-0.2	nt	-7.4	nt	-0.9	18.2	0.0
O=S(=O)(NCCS(=O)(=O)N1CCN(c2ccccc2)CC1)c1ccccc1	3.7	0.0	-1.3	0.0	-8.4	-0.8	13.4	nt
C[C@@H]1CN([C@@H](C)CO)C(=O)c2cc(NS(=O)(=O)c3ccc(F)cc3)ccc2O[C@@H]1CN(C)C(=O)Nc1ccc(C(F)(F)F)cc1	-7.1	0.3	7.6	16.8	10.8	4.5	nt	-0.1
CCc1ccc(N/C(N)=N/c2nc(CSc3ncccn3)cc(=O)[nH]2)cc1	7.1	0.0	nt	-21.0	nt	-5.8	11.4	nt
COc1ccc2c(C)cc(SCC(=O)NC3CCCC3)nc2c1	-1.1	-0.1	-3.9	-4.8	-1.0	-0.9	-3.0	0.0
Cc1ccc(NC(=O)c2cc([N+](=O)[O-])ccc2N2CCOCC2)cc1S(=O)(=O)N(C)C	-11.6	0.0	-1.7	-14.6	-12.9	2.0	-9.0	2.1
CC(=O)C1=CCC(c2ccccc2)N(S(=O)(=O)c2ccccc2)C1 (stereo not given)	6.9&-2.6	0.0&0.0	5.8&8.5	-0.4&-17.4	0.7&2.7	-0.1&11.9	-4.9&0.3	-0.2&0.0
CCc1noc(C)c1C(=O)N1CCN(S(=O)(=O)c2ccc(Br)cc2Cl)CC1	6.8	0.1	nt	-10.0	nt	-0.6	0.7	nt
Cc1ccc(CN2CCN(c3ncccn3)CC2)c(C)c1	5.9	0.2	8.5	-6.4	-0.9	2.7	-10.5	nt
CCOC(=O)C1CCCN(C(=O)c2ccc3oc(CCc4ccccc4)nc3c2)C1 (stereo not given)	nt	0.0	-1.2	0.3	35.1	-1.9	7.6	nt
Cc1nc(N)nc(Nc2ccc(C#N)cc2)c1Br	-4.6	nt	nt	-1.7	7.9	6.5	4.1	-0.2
C[C@@H]1CN([C@H](C)CO)C(=O)CCCn2nncc2CO[C@H]1CN(C)S(=O)(=O)c1cn(C)cn1	-7.9&2.9	0.2&0.0	-1.0&7.6	-8.1&-6.4	3.1&2.3	-3.6&3.1	-0.5&6.1	-0.1
Cn1cnc2c(ncn2C2OC(CO)C(O)C2O)c1=S (stereo not given)	6.8	0.0	4.6	-7.5	-2.9	-0.3	1.8	0.6
COc1cccc(N2CC(=O)Nc3c(oc4nc(-c5ccccc5)cc(C)c34)C2=O)c1	-4.3	0.0	nt	0.0	nt	16.3	1.3	0.6
Cc1cccc(C(=O)OCC(=O)Nc2c(C)n(C)n(-c3ccccc3)c2=O)c1	-5.8	0.6	5.7	-11.3	0.6	-1.8	-9.9	nt
C[C@H]1CN([C@@H](C)CO)C(=O)c2ccccc2-c2ccccc2CO[C@H]1CN(C)S(=O)(=O)c1ccc([N+](=O)[O-])cc1	-11.1	0.2	nt	5.3	nt	-23.2	2.3	-0.3

Arranged by length of the SMILES (descending): some entries from above.
SMILES	EWS-Fli block	Xi reactivation	RAD54 branch	RAD52 anneal inh	esBAF inh	S100A4 MyoIIA	FN deposition inh	E-selectin induc
C[C@@H]1CCCCO[C@@H](CN(C)C(=O)CCCN(C)C)[C@H](C)CN([C@H](C)CO)C(=O)c2cc(NC(=O)Nc3ccc(F)cc3)ccc2O1	3.4	-0.2	12.7	34.7	-3.4	-0.9	nt	0.0
COc1cccc(N2CC(=O)Nc3c(oc4nc(-c5ccccc5)cc(C)c34)C2=O)c1	-4.3	0.0	nt	0.0	nt	16.3	1.3	0.6
COCCNC(=O)CN(C(=O)Cn1nnc2ccccc21)c1ccccc1C	-4.7	0.0	nt	-10.5	nt	-1.0	10.3	nt
COCCCNC(=O)C(C)N1c2cccc3cccc(c23)S1(=O)=O (stereo not given)	2.8	0.7	-11.9	-10.3	-2.5	-9.1	-7.8	nt
COc1ccc(/C=C(\CC(=O)O)c2nc3ccccc3o2)cc1	-58.0	0.0	-14.0	-15.1	69.4*	0.8	nt	nt
